From PubChem
EPAC1 ag = agonists of human EPAC1. AID 720707. actives 0.073% (n = 360,000). Potency, µM (doses to about 154 µM), inactives show at the highest dose activation, hits mostly activators. O95398. EPAC1 agonist qHTS, biochemical assay; response scale: 100% = response to 6.5 mM cAMP; further: potency means the concentration at half of the fitted maximal effect; nearly all actives have a fitted effect of over 60% in size
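Read-out is the fluorescence drop as BODIPY-GDP leaves Rap1B (480 nm excitation, 540 nm emission), recorded every 5 minutes over 30 minutes. Reactions held 100 nM EPAC1, 250 nM Rap1B–BODIPY-GDP and 50 uM GDP, with 6.5 mM cAMP setting full activation.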
EPAC1 antag = EPAC1 (human) antagonism; Potency, µM (titrated, usually from 115 µM), without a hit: at the top dose activity change, negative = inhibition, hits mostly inhibitors; actives 0.14% (n = 360,000); O95398; AID 720709; EPAC1 GEF assay, Rap1b-BODIPY-GDP exchange fluorescence;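 further: potency means the concentration at half of the fitted maximal effect; plate controls were vehicle for no effect and positive control for full effect; nearly all actives have a fitted effect of over 50% in size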
FUS suppressor = FUS proteinopathy suppression in yeast | S. cerevisiae FUS-expressing, growth rescue, OD600, 24 h | Potency, µM (doses to about 76.6 µM), inactives show at the highest dose growth rescue (activation), usual class: activators | actives 0.24% (n = 390,000);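 further: potency means the concentration at half of the fitted maximal effect; plate controls were DMSO vehicle for no effect and reference control for full effect; nearly all actives have a fitted effect of over 55% in size; some results filed as inactive show a strong effect at the top dose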
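Restored growth of FUS-toxic S. cerevisiae, read as 600 nm absorbance after 24 h at 30C in galactose medium (starting OD 0.005). Controls CP55940 and DMSO.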
IL-2 act = activators of IL-2; activation, % (series mostly up to about 46 µM); IL-2 activation reporter assay, cell-based qHTS; stimulated with anti-CD3/CD4/CD28 beads; in transgenic mouse T cells; actives 0.065% (n = 360,000); in the data active means activation above about 50%; inconclusive means mostly about 30% to 49%; further: 0% is about no effect
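EGFP and DsRed fluorescence is measured by plate cytometry in unstimulated transgenic mouse T cells exposed to compound for 60 minutes, then stimulated 18 hours at 37 degrees C with anti-CD3/anti-CD4 beads plus anti-CD28.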
PLK1 PBD inh = blocks phosphopeptide binding to human PLK1 polo-box domain. AID 720504. actives 2.8% (n = 360,000). Plk1 PBD binding of FITC phosphopeptide, fluorescence polarization. Potency, µM, for inactives: max response, negative = inhibition, usual class: inhibitors. P53350; further: potency means the concentration at half of the fitted maximal effect; series mostly up to about 57 µM; on the % scale 0 is the no-effect control and ±100 the full control effect; nearly all actives have a fitted effect of over 65% in size
Target sequence (P53350 whole entry, looked up, the tested form may be a part): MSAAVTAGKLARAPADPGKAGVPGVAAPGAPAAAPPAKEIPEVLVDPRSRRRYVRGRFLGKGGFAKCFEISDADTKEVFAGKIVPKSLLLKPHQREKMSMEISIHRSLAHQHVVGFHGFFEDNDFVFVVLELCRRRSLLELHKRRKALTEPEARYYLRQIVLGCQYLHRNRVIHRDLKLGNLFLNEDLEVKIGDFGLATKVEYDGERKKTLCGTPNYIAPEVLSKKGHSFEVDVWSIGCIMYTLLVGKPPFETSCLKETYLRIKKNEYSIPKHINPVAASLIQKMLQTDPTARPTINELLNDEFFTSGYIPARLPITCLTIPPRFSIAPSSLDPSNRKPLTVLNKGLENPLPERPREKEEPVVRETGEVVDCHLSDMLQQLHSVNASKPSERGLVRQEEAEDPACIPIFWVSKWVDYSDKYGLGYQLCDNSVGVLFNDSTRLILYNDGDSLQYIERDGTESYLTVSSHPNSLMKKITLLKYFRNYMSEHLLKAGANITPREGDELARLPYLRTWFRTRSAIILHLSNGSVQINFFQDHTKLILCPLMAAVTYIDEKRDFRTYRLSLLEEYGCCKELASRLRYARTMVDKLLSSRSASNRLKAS
Abeta rescue = A-beta toxicity reversal in yeast | Potency, µM (highest dose often 46.1 µM), for inactives: at the highest dose growth rescue, most hits filed as activators | actives 0.063% (n = 410,000) | yeast expressing A-beta42, growth rescue, OD600, 48 h; response scale: 0% DMSO, 100% iron-clioquinol control | AID 1347071; further: potency means the concentration at half of the fitted maximal effect; nearly all actives have a fitted effect of over 55% in size
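Yeast A-beta toxicity model in growth medium with pinned compounds, 48 h at 30 C; growth read as absorbance at 600 nm. Normalized to FeCl3/clioquinol equimolar mix (positive) and DMSO (negative).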
WRN helicase inh = blocks human WRN helicase. Q14191. WRN helicase unwinding, fluorescent forked duplex, kinetic. Potency, µM (series often up to 114 µM), without a hit: at the top dose activity change, negative = inhibition, actives largely listed as inhibitors. actives 0.46% (n = 360,000); further: potency means the concentration at half of the fitted maximal effect; on the % scale 0 is the no-effect control and ±100 the full control effect; nearly all actives have a fitted effect of over 55% in size
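Enzyme (20 nM final) and test compound sit together 15 min at room temperature before substrate addition. Substrate is a single-forked duplex oligonucleotide (100 nM) labelled with fluorophore and quencher, with 2 mM ATP; helicase unwinding raises red fluorescence, read kinetically.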
PI5P4K alpha inh = inhibitors of human PI5P4K alpha; P48426; PI5P4Kalpha enzyme, ADP-Glo luminescence, 60 min; hits give low values; max response, %; actives 1.2% (n = 330,000); AID 652105; active means max response of -50% or lower; inconclusive means between -30% and -50%; inactive means -30% or higher; further: value at the top dose of about 77 µM; on the % scale 0 is the no-effect control and ±100 the full control effect
Target sequence (P48426 whole entry, looked up): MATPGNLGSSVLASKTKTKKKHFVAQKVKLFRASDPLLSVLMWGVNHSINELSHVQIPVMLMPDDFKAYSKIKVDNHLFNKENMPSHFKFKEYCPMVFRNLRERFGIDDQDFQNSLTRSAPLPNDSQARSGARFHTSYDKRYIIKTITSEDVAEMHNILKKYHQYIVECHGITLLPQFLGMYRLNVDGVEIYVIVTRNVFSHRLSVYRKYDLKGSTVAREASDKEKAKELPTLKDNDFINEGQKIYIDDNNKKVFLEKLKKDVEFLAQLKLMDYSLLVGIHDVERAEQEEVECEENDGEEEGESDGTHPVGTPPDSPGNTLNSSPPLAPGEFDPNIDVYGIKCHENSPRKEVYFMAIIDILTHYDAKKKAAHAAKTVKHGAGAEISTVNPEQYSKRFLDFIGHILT
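PI5P4Kalpha ADP-Glo assay; 5 microM ATP final; 60 min RT reaction; HEPES pH 7.4/EGTA/CHAPS, 5% DMSO; controls lacking substrate or enzyme; luminescent end-point.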
Numbers without * were called inactive; ? = inconclusive; nt = not tested or not shown; & = joins results of further samples; [ ] = remark or other dose. Unless noted, the call rests on the fitted dose curve; in most records, active means well fitted curve in the direction sought with a large enough effect; inconclusive means small, poorly fitted or top-dose-only effect, or another doubt; inactive means no such curve, though single readings can be large; an effect the other way counts as inactive or inconclusive. Not a hit list. Share with any hit: about 4.1%.

mol | EPAC1 ag | EPAC1 antag | FUS suppressor | Abeta rescue | PLK1 PBD inh | WRN helicase inh | PI5P4K alpha inh | IL-2 act
O=C(COc1ccccc1)NCC(=O)N/N=C/c1cccs1 | -2.7% | -9.1% | 2.2% | 11.3% | -21.8% | -2.3% | -14.7 | -2.7
Cc1ccc(S(=O)(=O)Nc2cc(C)cc(CCNC=O)c2C)cc1 | 5.5% | 3.0% | nt | -7.4% | -7.8% | -1.6% | 6.6 | -0.1
COc1cc(OC)cc(C(=O)NC(C(=O)N2CCC2)C(C)C)c1 (stereo unspecified) | 3.0% | -13.4% | 5.9% | 14.3% | -7.5% | -31.1% | 2.7 | -0.4
CC(C)OP(=O)(OC(C)C)/C(C=O)=N\Nc1ccc([N+](=O)[O-])cc1 | -3.8% | -5.1% | 9.7% | -33.1%[inhibitor] | 6.8% | -7.0% | 1.1 | -0.3
O=C(/C=C/NNC(=O)c1ccc(Cl)cc1)c1ccccc1 | -3.8% | 3.4% | 9.7% | 2.3% | 1.3% | -4.4% | -16.4 | 0.3
O=C(NC(Cc1ccccc1)C(=O)N1CCN(c2ccc(F)cc2)CC1)c1ccccc1 (stereo unspecified) | 6.4% | 1.8% | 37.7% | 8.3% | -3.0% | 4.0% | 2.7 | -1.9
COc1ccc(/C=N\NC(=O)c2ccc([N+](=O)[O-])c(C)c2)cc1COc1ccccc1C(N)=O | -4.3% | ? | 2.2% | -9.1% | -9.7% | ? | -13.2 | -1.0
CCN1CCCC1CNCC(=O)Nc1ccc(OC(F)(F)F)cc1 (stereo unspecified) | -7.1% | -8.6% | 4.6% | -13.3% | -12.4% | -19.9% | 4.0 | 0.4
CCCC(=O)N(c1ccc(OCC)cc1)S(=O)(=O)c1ccc2c3c(cccc13)C(=O)N2C | 1.4% | -13.6% | nt | -6.9% | 7.1% | -10.6% | -0.5 | 0.6
COc1ccc(C2/C(=C(/O)c3ccc(F)cc3)C(=O)C(=O)N2CCCN(C)C)cc1 (stereo unspecified) | 0.6% | -4.5% | 10.8% | -13.3% | -1.7% | 1.9% | 8.0 | 2.3
CC(C)Sc1nc2ccccc2n1CC(=O)O | 5.4% | 3.6% | -7.4% | -2.9% | -22.6% | 3.1% | 0.5 | 10.6
Cc1ccc(/C=N/NC(=O)c2cccc(S(=O)(=O)Nc3ccccc3Cl)c2)s1 | 11.4% | -10.8% | nt | 9.6% | -3.6% | -35.4% | -23.7 | -1.8
O=C(CSCc1ccc(Cl)cc1)Nc1ccccc1O | -0.8% | -20.2% | 10.8% | -7.8% | -0.1% | -1.4% | 4.3 | 0.0
O=C(CN1CCCc2ccccc21)N/N=C/c1c(O)ccc2ccccc12 | 6.1% | -16.4% | -7.2% | -8.3% | 12.8% | -13.9% | 6.9 | 2.6
COC(=O)CSc1nc(C)cc(Oc2ccccc2)n1 | -25.2% | 50.1µM* | -10.3% | -19.2% | -10.2% | -0.7% | 0.3 | -3.3
Cc1occc1C(=O)N1CCCC(Nc2ccc(F)c(F)c2)C1 (stereo unspecified) | 6.1% | -0.3% | -1.9% | -4.3% | 0.0% | 5.9% | 0.1 | -4.0
Cn1c(-c2ccc(F)cc2)cc2onc(-c3c(F)cccc3Cl)c2c1=O | -22.8% | -9.4% | -18.8% | -7.5% | -7.5% | -7.2% | -6.2 | -0.2
COC(=O)c1cc(C)sc1NC(=S)N1CCN(CCc2ccccc2)CC1 | 10.9% | -11.9% | -4.3% | 18.4% | ? | 4.7% | 2.7 | 0.0
O=C(C[C@H]1CC[C@@H](NC(=O)C2CC2)[C@@H](CO)O1)NCc1ccccc1Cl | -8.6% | 10.2% | -5.7% | -0.6% | -5.8% | -1.3% | -14.9 | 0.4
Clc1ccc(-c2cn3ccccc3n2)cc1 | 5.8% | 5.5% | -14.6% | -29.2% | -1.9% | -0.6% | 0.8 | 0.3
O=C(NN1c2ccccc2CCc2ccccc21)c1ccccc1Br | -3.2% | 2.1% | 0.2% | 4.8% | -6.4% | -4.4% | 0.2 | -2.6
CC1(C)CC(NC(=O)COc2cc3oc(=O)c4c(c3cc2Cl)CCC4)CC(C)(C)N1 | -10.3% | 21.4% | 14.8% | -1.0% | -2.7% | 26.4% | 3.6 | -1.9
COc1ccccc1C(=O)N/C(=C\c1cn(S(=O)(=O)N(C)C)c2ccccc12)C(=O)NCCN1CCOCC1 | 10.6% | -19.7% | 7.6% | -7.6% | -6.4% | 3.4% | 0.9 | -0.4
CN(C(=O)c1cc(-c2ccc3c(c2)OCO3)on1)c1ccccc1 | 2.5% | -14.6% | 8.5% | 1.9% | -2.5% | -34.1% | -4.2 | -2.6

Full records, quoted from the list.
Listed for `COc1ccccc1C(=O)N/C(=C\c1cn(S(=O)(=O)N(C)C)c2ccccc12)C(=O)NCCN1CCOCC1` = EPAC1 ag = 10.6%; EPAC1 antag = -19.7%; FUS suppressor = 7.6%; Abeta rescue = -7.6%; PLK1 PBD inh = -6.4%; WRN helicase inh = 3.4%; PI5P4K alpha inh = 0.9; IL-2 act = -0.4
Listed for `O=C(NN1c2ccccc2CCc2ccccc21)c1ccccc1Br` = EPAC1 ag = -3.2%; EPAC1 antag = 2.1%; FUS suppressor = 0.2%; Abeta rescue = 4.8%; PLK1 PBD inh = -6.4%; WRN helicase inh = -4.4%; PI5P4K alpha inh = 0.2; IL-2 act = -2.6

More records.
mol | EPAC1 ag | EPAC1 antag | FUS suppressor | Abeta rescue | PLK1 PBD inh | WRN helicase inh | PI5P4K alpha inh | IL-2 act
Nc1nonc1-n1nnc(C(=O)N/N=C/c2cccc(Cl)c2)c1CSc1ccccc1 | -4.8% | -10.3% | 0.0% | 2.6% | -4.7% | -21.5% | -2.9 | -0.1
CCn1c(SCC(=O)Nc2ccc(F)cc2F)nc2c(c1=O)SCC2 | 3.1% | -7.2% | nt | -2.3% | -5.8% | ? | -17.7 | 0.2
C[C@H](NC(=O)CCCOc1ccc(Cl)cc1Cl)c1nnc2ccccn12 | 13.5% | 9.1% | 6.5% | -6.4% | -9.1% | 0.5% | 7.6 | -3.5
Cc1noc(C)c1NC(=O)N(C)C[C@H]1Oc2ccc(NC(=O)Nc3ccc4c(c3)OCO4)cc2C(=O)N([C@H](C)CO)C[C@@H]1C | -4.6% | 7.3% | 11.7% | -2.6% | -5.0% | 3.0% | 8.2 | 1.0
O=C(COc1ccccc1Cl)Nc1nnc(S(=O)(=O)N2CCCC2)s1 | -5.7% | -4.9% | 21.4%&-19.6% | -0.8%&9.5% | -16.4% | -14.4% | -27.7 | 3.9
CCc1ccccc1NC(=O)c1cc(-c2cccs2)on1 | 2.8% | ? | -1.4% | -12.0% | -9.1% | ? | -2.9 | -3.7
CCO[C@H]1OC(C(=O)N2CCN(Cc3ccc4c(c3)OCO4)CC2)=C[C@@H](c2ccc(C(F)(F)F)cc2)[C@@H]1CCCO | -22.7% | -15.0% | 21.8% | -0.5% | -13.2% | 0.1% | 19.9 | -0.6
NC(=O)CSc1ncnc2c1nnn2Cc1ccc(F)cc1 | 9.5% | -21.6% | 8.6% | -1.1% | -9.7% | -6.8% | -4.4 | 0.4
CC(=O)NCCSC(=O)c1ccc(F)cc1 | 6.2% | 0.0% | -9.5% | 5.2% | -4.9% | 0.3% | -1.8 | 0.0
Cc1nn(Cc2c(F)c(F)c(F)c(F)c2F)c(C)c1NC(=O)c1ccc(COc2ccc(Cl)cc2Cl)o1 | -7.1% | -22.8% | 32.2% | ? | -6.8% | -7.6% | 10.6 | -1.4
CCOC(=O)c1c(NC(=O)CSc2nc3cccnc3n2C)sc(C(C)=O)c1C | -17.9% | -1.8% | 5.0% | -2.3% | 10.7% | -7.1% | 0.1 | 0.2
CCOc1ccc(NS(=O)(=O)c2cc(C(=O)N3CCCC3)ccc2Cl)cc1 | 10.5% | -0.7% | 14.7% | -2.4% | -4.6% | -4.6% | -3.1 | -0.4
CC(=O)NC(C)c1nc2ccccc2n1CC(=O)NC(C)CCc1ccccc1 (stereo unspecified) | -1.9% | 5.4% | 19.0% | -9.0% | 8.2% | 6.3%[57.1 µM] | -7.4 | 11.4
c1cc(C(c2nnnn2C2CCCCC2)N2CCN3CCCC3C2)ccn1 (stereo unspecified) | 5.1% | 9.6% | -11.6% | 8.9% | -13.5% | -2.8% | nt | 0.2
Cc1cc(OCC(=O)N2CCOCC2)ccc1[N+](=O)[O-] | 8.5% | 7.6% | 6.6% | -8.8% | -2.8% | 2.1% | 0.2 | -2.6
COc1ccc(CCNC(=O)c2ccc(-c3ccc([N+](=O)[O-])cc3)o2)cc1OC | 6.6% | 1.8% | 13.5% | -4.6% | -22.9% | ? | -13.3 | -3.4
CC(Sc1nnc(-c2cccs2)n1C1CC1)C(=O)NCC1CCCO1 (stereo unspecified) | 9.4% | -1.2% | nt | 2.5% | 2.9% | 5.8% | -1.8 | 2.4
CC(Sc1nc(NCc2ccccc2)nc(N2CCOCC2)n1)C(=O)Nc1ccccc1 (stereo unspecified) | -16.8% | 3.9% | 17.5% | -10.3% | 29.9µM* | 4.6% | 4.5 | 0.1
CCN(c1cc(C)cc(C)c1)S(=O)(=O)c1nnc(NC(=O)c2ccco2)s1 | -0.6% | 3.5% | -1.6%&1.7% | 16.7%&-6.1% | ? | -2.2% | 0.6 | -0.5
COc1ccc(N2CCN(S(=O)(=O)c3ccc(Cl)c(C(F)(F)F)c3)CC2)cc1 | 8.2% | 12.0% | 17.1% | -8.9% | -7.2% | -5.4% | nt | -0.8
CCOC(=O)C1=C(C)N(CCCCCC(=O)O)C(=O)NC1c1ccc([N+](=O)[O-])cc1 (stereo unspecified) | -23.3% | 10.8% | 5.4% | -9.4% | -26.1% | -30.4% | -1.7 | -1.2
COc1ccnc(N=CNOCc2ccc(C)cc2)c1C#N | 1.5% | -1.2% | -36.2% | -12.6% | -18.4% | 6.5% | -1.2 | -0.4
Cc1ccc(N(C(=O)Cc2cccs2)C2C=CS(=O)(=O)C2)cc1Cl (stereo unspecified) | 9.8% | ? | -11.4% | 6.5% | -2.4% | -1.0% | -1.6 | -2.4
CCCOc1ccccc1N1C(=O)CC(N2CCOCC2)C1=O (stereo unspecified) | 7.6% | 5.0% | 12.1% | 23.9% | -5.3% | -6.3% | 0.2 | -0.5
Cc1sc(NC(=O)C2CCCC2)c(C#N)c1C | -1.9% | 5.0% | nt | 2.6% | 26.7µM* | -6.3% | -28.6 | -2.1
COCCNC(=O)c1cc(C)ccc1C | 4.6% | ? | -12.1% | -7.9% | -13.9% | -16.1% | -1.0 | -0.1
